NF-kB neuron act = compounds increasing NF-kB expression in human neuronal cells; NF-kB reporter expression; active compounds read high; fold change at 12.5 µM; 190,000 compounds, 1.6% hits; in the data active = fold change above about 3.3
PMI act = phosphomannose isomerase (human) activation. P34949. AID 1214. purified human PMI, coupled resazurin fluorescence, 20 min; active compounds read high; 1 = vehicle control, 0 substrate-free wells. 190,000 compounds, 0.005% hits. activation factor at 20 µM;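 active = activation factor of 2 or more at 20 µM, relative to plate controls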
Target sequence (P34949 whole entry, looked up): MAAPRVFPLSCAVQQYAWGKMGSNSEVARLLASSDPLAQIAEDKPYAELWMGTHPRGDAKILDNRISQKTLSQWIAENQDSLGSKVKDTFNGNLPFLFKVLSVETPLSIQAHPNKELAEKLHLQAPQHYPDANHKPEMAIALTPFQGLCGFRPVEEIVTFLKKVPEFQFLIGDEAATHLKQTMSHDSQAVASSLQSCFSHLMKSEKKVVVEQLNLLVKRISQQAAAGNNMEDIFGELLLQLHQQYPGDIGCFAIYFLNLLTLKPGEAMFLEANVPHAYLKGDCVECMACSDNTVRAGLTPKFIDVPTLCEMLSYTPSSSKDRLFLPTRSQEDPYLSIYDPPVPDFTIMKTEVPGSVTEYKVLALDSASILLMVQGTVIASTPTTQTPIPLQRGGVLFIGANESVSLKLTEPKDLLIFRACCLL
APP 5'UTR act = activates APP 5'UTR luciferase reporter; SH-SY5Y APP 5'UTR luciferase reporter, luminescence; zero percent = DMSO vehicle wells; activation, % at 2 µM; 190,000 compounds, 1% hits; AID 1276;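 active = activation above a set limit, based on mean plus 3 SD of controls, cut at about 140% in these data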; also: values of inactives mirror those of a sister screen read the other way
TNAP inh noacc = blocks human TNAP activity with no phosphate acceptor present; AID 1012; purified TNAP, CDP-star luminescence, 30 min; P05186; inhibition, % at 20 µM; 200,000 compounds, 0.26% hits;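 active = tissue-nonspecific alkaline phosphatase inhibition above about 50% at 20 µM in the single-dose screen, limit read from the data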;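 also: 0% = DMSO negative control and 100% = EDTA positive control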
Target sequence (P05186 whole entry, looked up): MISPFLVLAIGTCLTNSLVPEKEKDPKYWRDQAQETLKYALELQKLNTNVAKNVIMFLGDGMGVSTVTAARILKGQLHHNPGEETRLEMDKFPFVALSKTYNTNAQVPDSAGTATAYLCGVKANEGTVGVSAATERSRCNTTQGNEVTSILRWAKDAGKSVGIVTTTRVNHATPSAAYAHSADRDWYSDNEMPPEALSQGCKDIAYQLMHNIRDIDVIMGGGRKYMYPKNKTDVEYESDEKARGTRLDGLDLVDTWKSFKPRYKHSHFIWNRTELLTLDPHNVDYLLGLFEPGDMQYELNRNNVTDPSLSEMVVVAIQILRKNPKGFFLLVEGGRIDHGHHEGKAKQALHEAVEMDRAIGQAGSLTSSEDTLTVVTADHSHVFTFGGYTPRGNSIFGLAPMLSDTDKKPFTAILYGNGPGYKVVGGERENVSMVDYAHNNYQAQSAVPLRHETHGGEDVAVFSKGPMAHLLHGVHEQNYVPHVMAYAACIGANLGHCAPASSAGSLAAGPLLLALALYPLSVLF
PMI act hi M6P = PMI (human) activation, high substrate. activation factor at 20 µM. AID 1216. P34949. coupled PMI enzyme assay, resazurin fluorescence, 20 min; active compounds read high; 1 = untreated enzyme, 0 = substrate-free blank. 190,000 compounds, 0.34% hits;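 active = activation factor of 2 or more at 20 µM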
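Technique: Diaphorase-driven resazurin-to-resorufin fluorescence, excitation 544, emission 590 nm | Assay system: Human PMI in coupled enzyme assay | Times: Enzyme reaction with compound 20 min at room temperature | Medium: HEPES-buffered pH 7.4 with magnesium and detergent | Reagent: Mannose-6-phosphate 1.0 mM (near-saturating) plus 0.22 mM NADP+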
FLuc stim CS = firefly luciferase counter-screen for stimulation assays | P08659 | ATPlite luciferase biochemical, luminescence, 10 min; 0 = ATP-free wells, 1 = DMSO control | activation factor at 10 µM | 200,000 tested, under 10 active | AID 1027;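 active = luciferase activation factor, scaled between plate controls, of at least 2 with compound at 10 µM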
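System: cell-free luciferase reagent; medium: PBS as buffer for the ATP substrate; doses: test compounds dosed from 2 mM stocks in 100% DMSO; incubation: 10 min, room temperature; measured by: luminescence from luciferase reaction; read-out: luciferase activation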
FLuc inhib CS = inhibits firefly luciferase, flagging false hits in luciferase inhibition screens. P08659. ATPLite firefly luciferase biochemical luminescence, 10 min. inhibition, % at 10 µM. 200,000 compounds, 1.5% hits. AID 1006;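 active = inhibition above about 50% when tested at 10 µM, limit read from the data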
bIAP activator = increases bovine intestinal alkaline phosphatase activity | purified bovine IAP, CDP-star luminescence, 30 min; active compounds read high; fold of DMSO-control signal, blank-subtracted | activation factor at 20 µM | 200,000 compounds, 0.17% hits;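 active = activation factor of 2 or more at 20 µM, a signal rise over negative controls twice the positive control's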
TNAP act hiacc = increases human TNAP activity under high phosphate acceptor concentration; purified TNAP, CDP-star luminescence, 1 M DEA, 30 min; active compounds read high; 0 = EDTA background, 1 = DMSO-only activity; activation factor at 20 µM; 200,000 tested, under 10 active;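 active = activation factor at least 2 at 20 µM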
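Control set: EDTA negative control, DMSO positive control / Assay system: human TNAP / Quantity: TNAP 1/800 final / Evaluation: TNAP activation factor scaled between EDTA and DMSO control wells / Measured by: luminescent substrate turnover signal / Compound dosing: one dose, 20 µM / Times: 30 min enzyme reaction at room temperature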
TNAP inh hi DEA = blocks human TNAP under high phosphate acceptor concentration. AID 1135. 200,000 compounds, 0.03% hits. inhibition, % at 20 µM. purified TNAP, CDP-star luminescence, 1 M DEA. P05186;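 active = over 50% inhibition of tissue-nonspecific alkaline phosphatase at 20 µM in the single-dose screen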;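 also: plate controls were DMSO wells for no effect and EDTA-quenched wells as full inhibition for full effect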
Numbers without * were called inactive; . = no result given.

SMILES	NF-kB neuron act	PMI act	APP 5'UTR act	TNAP inh noacc	PMI act hi M6P	FLuc stim CS	FLuc inhib CS	bIAP activator	TNAP act hiacc	TNAP inh hi DEA
Cc1ccc(S(=O)(=O)N2CCC(C(=O)O)CC2)cc1C(=O)O	1.2	1.2	-15	-4	1.2	1	-2	0.9	1.1	-8
CC(C)(C)C(=O)NCCCc1nc2ccccc2n1CCCOc1ccc(Cl)cc1	0.45	0.9	16	-5	1	1.1	-5	1.1	1.1	-5
CCCCC1=NN(C(=O)c2ccco2)C(O)(C(F)(F)F)C1 (stereo not drawn)	1.3	0.9	4	-5	0.9	1.1	-7	1.1	1	-3
CCOc1ccc(N(CC)C(=O)c2nn(-c3ccc(OC)cc3)c(=O)c3c2c2ccccc2n3C)cc1	.	1	9	-1	1	1	3	1.2	1	4
CCOc1ccc(NC(=O)CS(=O)CC(=O)NC2CCCc3ccccc32)cc1 (stereo not drawn)	1.1	0.9	-4	-6	0.9	1	-4	0.9	1.1	-5
CC(=O)c1ccc(OC(C)C)c(CN2CCCCC2)c1	1.3	1	0	-12	1	1.1	-6	0.9	1	-5
Cc1cc(SCC(=O)OCC(=O)NCc2ccc3c(c2)OCO3)c(C)cc1Br	1.1	0.9	-11	-6	0.9	1.1	-8	0.9	1	-1
Cc1ccc(C2C(C#N)=C(N)Oc3nc(-c4ccccc4)[nH]c32)o1 (stereo not drawn)	1.8	0.9	2	-8	0.8	1.1	-5	0.9	1	-1
CCCCCCCCCS(=O)(=O)N/N=C/c1cccc([N+](=O)[O-])c1	1.1	0.9	3	1	1.1	1	-2	1	1	-2
Cc1ccc(N=C2CCCCCN2C)c(C#N)c1	1.1	1.4	8	-1	1.4	1	-4	1.1	1	-4
FC(F)(F)c1cc(C(F)(F)F)c2ccc(N/N=C/c3ccccc3)nc2n1	1.3	1.1	1	-5	1	1.1	-6	0.9	1	-1
NC(=O)CNC(=O)[C@@H]1CC2(CC(c3ccccc3)=NO2)CN1C(=O)c1ccc(Br)cc1 (stereo partly drawn)	1.2	1	-4	-8	0.9	1	-5	1	1	-1
O=C1c2ccccc2NC2CCCCC12 (stereo not drawn)	1.1	1	3	-13	1	1	-2	0.9	1.1	-9
Cc1ccc(C)c(C(=O)NC2CC(C)(C)NC(C)(C)C2)c1	1	1	1	-9	1	1	-3	0.9	1	0
CC1(c2ccccc2)NC(=O)N(CC#N)C1=O (stereo not drawn)	1.2	0.9	20	-5	0.9	1	-3	1	1	0
COc1ccccc1C1N(c2ccc(Cl)cc2)C(=O)C2CCCN21 (stereo not drawn)	0.96	0.8	0	-10	0.9	1	2	1	1	-3
COc1ccc(-c2c(O)c(C#N)c(-c3ccccc3)n(-c3ccc(OC)cc3)c2=O)cc1	1.2	1	3	-14	1	1	-5	0.9	1	-1
O=C(O)c1ccccc1OC(=O)C12CC3CC(CC(C3)C1)C2	1.1	0.9	6	-8	1	1.1	-6	1.1	1	-3
O=C1C=C(c2ccccc2)OC(=O)C1C(=O)c1ccccc1 (stereo not drawn)	1.2	1.2	8	2	1.3	0.7	28	1	1	3
O=C(CSc1nnc(-c2n[nH]c3ccccc23)n1-c1ccccc1)Nc1ccccc1Cl	2.2	1	9	-11	1	1	-2	1	1.1	-7
c1ccc(CNc2nc3ccccc3n2CCN2CCOCC2)nc1	1.1	1	10	-4	1.1	1	1	1	1	-2
N#Cc1c(N)n(-c2ccccc2)c(=O)c2cc([N+](=O)[O-])ccc12	1.1	0.9	-8	1	0.6	1.1	-7	1	1	4
COc1ccc(Cl)cc1Nc1nc(-c2sc(NC(=O)C(C)(C)C)nc2C)cs1	0.31	1	9	-9	1.1	1.1	-10	1	1.1	-6
CC1CCN(C(=O)c2cccc(S(=O)(=O)N3CCCCC3)c2)CC1	1.1	0.9	23	-20	0.9	1	-4	1	1.1	-8
O=C(C1CCN(S(=O)(=O)c2cccc3cccnc23)CC1)N1CC=C(c2ccccc2)CC1	0.51	1	-8	30	0.8	1.1	-7	1.1	1	-2

Sorted by value in APP 5'UTR act (largest number first): some entries from above.
mol,NF-kB neuron act,PMI act,APP 5'UTR act,TNAP inh noacc,PMI act hi M6P,FLuc inhib CS,bIAP activator,TNAP act hiacc,TNAP inh hi DEA
c1ccc(CNc2nc3ccccc3n2CCN2CCOCC2)nc1,1.1,1,10,-4,1.1,1,1,1,-2
Cc1ccc(C2C(C#N)=C(N)Oc3nc(-c4ccccc4)[nH]c32)o1 (stereo not drawn),1.8,0.9,2,-8,0.8,-5,0.9,1,-1
N#Cc1c(N)n(-c2ccccc2)c(=O)c2cc([N+](=O)[O-])ccc12,1.1,0.9,-8,1,0.6,-7,1,1,4

The listing continues:
SMILES	NF-kB neuron act	PMI act	APP 5'UTR act	TNAP inh noacc	PMI act hi M6P	FLuc stim CS	FLuc inhib CS	bIAP activator	TNAP act hiacc	TNAP inh hi DEA
Cc1ccc(-c2nnn(CC(=O)N(c3cccc(F)c3)C(C(=O)NC3CCCC3)c3ccco3)n2)o1 (stereo not drawn)	0.98	1	-1	-7	1	1	-1	0.9	1	-1
O=C(N/N=C/c1ccc(OCc2cnc(Cl)s2)cc1)c1ccncc1	1.4	1.1	-6	-11	1.1	0.9	12	1.1	1.1	-7
CCCn1c(SCC(=O)Nc2cc(Cl)ccc2OC)n[nH]c1=O	0.87	0.9	-9	-2	1	1	-4	1.1	1	-3
Clc1cccc(C[n+]2cc(-c3ccccc3)n3c2CCC3)c1	1.1	0.9	12	-6	1	1	-4	0.8	1	-1
N#C/C(=C(/O)CSc1ncn[nH]1)c1nc2ccccc2[nH]1	0.76	0.9	-11	-60	0.6	1	-5	1.3	1	-3
Cc1ccsc1-c1nc(CSCC(=O)NCc2ccc3c(c2)OCO3)c(C)o1	1.1	0.9	7	-19	0.9	1	0	0.9	1	-2
O=C(O)C1CCCCC1C(=O)NCc1ccc(Cl)c(Cl)c1 (stereo not drawn)	0.9	0.9	21	-6	0.9	1	-3	0.9	1	-4
Cc1ccc2nc(NCCO)nc(-c3ccccc3)c2c1	0.66	0.9	-8	-23	1	1.1	-8	1.2	1.1	-7
CC(=O)c1cccc(NC2c3ncccc3C(=O)N2Cc2ccco2)c1 (stereo not drawn)	1.6	0.9	5	-5	1	1	-1	1	1	1
CCOC(=O)C1CCN(S(=O)(=O)c2ccc3c(c2)CCCN3C(C)=O)CC1	0.88	0.9	.	-5	0.9	1.1	-8	1	1	-4
Cn1c(=O)[nH]c(=O)c2c1nc(Br)n2CCSc1nnnn1-c1ccccc1	1.1	1	-2	0	1	1.1	-10	0.8	1	-3
CCOC(=O)COc1ccc(S(=O)(=O)NCc2ccncc2)cc1	0.78	0.9	.	-10	1	1.1	-6	0.9	1.1	-7
COc1ccccc1N1C(=O)CC1(C#N)c1ccc(OCc2ccccc2)cc1 (stereo not drawn)	0.8	1	-1	-9	0.9	1	-1	0.6	1	-4
COc1cccc(Oc2nnnn2-c2ccccc2)c1	2	1	25	-10	1	1	4	0.9	1	-1
CCSC1=C(C#N)C(c2ccccc2OC)CC(=O)N1 (stereo not drawn)	0.91	0.9	-7	-8	0.8	1	0	0.9	1	-2
O=C(CCc1ccc(S(=O)(=O)N2CCOCC2)cc1)Nc1ccc2ccccc2c1	0.78	0.9	10	-9	1	1	-1	1	1	-4
O=C(CC1C(=O)NCCN1C/C=C/c1ccccc1)NCCc1ccncc1 (stereo not drawn)	1.3	1.1	-3	-15	1.1	1.1	-7	1.1	1	-3
CCOC(=O)c1ccccc1NC(=O)CSc1ccc(-c2cccnc2)nn1	0.91	1	1	-10	0.9	1	2	1	1.1	-6
COc1ccc(C(=O)OCc2nc(N)nc(Nc3ccccc3C)n2)cc1OC	0.65	0.9	5	-2	0.8	1	-1	1.2	1	0
CC(C)C1Cc2c(sc(NC(=S)NC(=O)c3ccccc3)c2C#N)CO1 (stereo not drawn)	1.1	0.9	-11	1	1	1.1	-5	0.7	1	2
COC(=O)NCc1ccc(S(=O)(=O)N2CCOCC2)cc1	1	0.8	17	-7	0.9	1	-3	0.9	1	-2
CCC(=O)Nc1ccc(S(=O)(=O)Nc2cc(C)on2)cc1	1.1	0.9	4	-12	1	1.1	-6	1	1	2
BrC(=C\c1ccccc1)/C=N/N1CCN(Cc2ccccc2)CC1	1.2	0.9	3	-12	0.9	1.1	-5	0.9	1	-4
Cc1cccc(NC(=S)NC2CCCC2)n1	0.93	0.9	0	-12	0.9	1	0	1	1	-4
Cc1ccc(C(=O)Nc2ccnc(-c3ccncc3)n2)cc1	1	1	2	-3	1.1	1.1	-6	0.9	1	-4

Brought forward from above: 3 entries; new compounds follow.
SMILES	NF-kB neuron act	PMI act	APP 5'UTR act	TNAP inh noacc	PMI act hi M6P	FLuc stim CS	FLuc inhib CS	bIAP activator	TNAP act hiacc	TNAP inh hi DEA
BrC(=C\c1ccccc1)/C=N/N1CCN(Cc2ccccc2)CC1	1.2	0.9	3	-12	0.9	1.1	-5	0.9	1	-4
Cc1cccc(NC(=S)NC2CCCC2)n1	0.93	0.9	0	-12	0.9	1	0	1	1	-4
Cc1ccc(C(=O)Nc2ccnc(-c3ccncc3)n2)cc1	1	1	2	-3	1.1	1.1	-6	0.9	1	-4
COCCOC(=O)C1=C(C)Nc2nc(C)nn2C1c1ccccc1 (stereo not drawn)	1.2	0.9	-13	-11	1	1	-4	1	1.1	-9
CCn1cnc2c1c(=O)n(CC(=O)Nc1ccc3c(c1)OC(F)(F)O3)c(=O)n2Cc1ccccc1	0.85	0.9	4	-6	0.9	1.1	-6	1	1	-2
Oc1c(CN2CCOCC2)cc(COCc2ccccc2)c2cccnc12	4.2*	0.5	-92	-148	0.8	1.1	-5	1	1	2
N#CC1=C(N)NC(SCC(=O)Nc2ccccc2)=C(C#N)C12CCCCC2	1	0.9	11	-10	0.9	1	-5	0.8	1	-2
COc1ccc(NC(=O)C2CC(=O)N=C(N)S2)cc1 (stereo not drawn)	0.87	1	-5	-9	1	1.1	-6	0.9	1.1	-8
O=C(Cc1ccc(-n2c(=O)c3ccccc3n(Cc3ccccc3F)c2=O)cc1)NCC1CCCO1 (stereo not drawn)	1.5	0.8	2	-12	1	1	-5	0.4	1	3
CC[C@H](C)[C@H](NC(N)=O)C(=O)NCCc1ccc(Cl)cc1Cl	0.97	1	7	-6	0.9	1.1	-7	1	1.1	-6
COc1ccc(N2CCN(Cc3nc4c(c(=O)[nH]c(=O)n4C)n3CC(C)=O)CC2)cc1	1.2	1.1	8	-4	1	1.1	-6	0.9	1.1	-6
Cc1cccn2c(=O)c(C=NCc3ccco3)c(Nc3ccc(SC(F)F)cc3)nc12	0.98	1	9	-10	1	1.1	-8	1	1	-3
COc1ccc(NCc2nnc(SCC(=O)N3CCCc4ccccc43)n2C)cc1	1.2	1	24	-7	0.9	1	2	0.9	1	1
O=C(CCNc1n[nH]c(=O)[nH]c1=O)N/N=C/c1ccc(Cl)cc1	1.4	1.1	0	-11	0.9	1.1	-5	1.1	1	1
CC(OC(=O)c1ccc2ccccc2n1)C(=O)c1ccccc1 (stereo not drawn)	1.3	.	11	-3	.	0.2	81*	1	1	-1
COc1ccc(C2CC(=O)c3sc(NC(C)=O)nc3C2)cc1 (stereo not drawn)	0.67	1	36	-11	0.8	1	-2	1	1.1	-6

Screens (PubChem)

Compounds as they come. About 3.6% of those tested had a hit in this group.
